KCNH2 3.1 inh: inhibitors of human KCNH2 3.1 potassium channel isoform; U2OS KCNH2 3.1, thallium flux FluxOr; hits give low values; activity change, % (tested at about 1.8 µM); hit rate 0.95% among 340,000;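 active means maximum activity change below -70%; inconclusive means maximum activity change from -70% to -50%; inactive means maximum activity change above -50%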;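 further: thallium influx rate constant from kinetic fluorescence after stimulation buffer; on the % scale 0 is the no-effect control and ±100 the full control effect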
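Kinetic fluorescence (2 min after stimulation buffer) measures Tl+ influx through KCNH2 3.1 expressed by viral transduction in U2OS cells; the rate constant is normalized against DMSO controls serving as positive and negative references.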
uPA surface inh: cell surface uPA generation inhibition; Potency, µM (doses to about 38.3 µM), without a hit: at the top dose activity change, negative = inhibition, actives largely listed as inhibitors; hit rate 0.31% among 330,000; AID 540303; cell surface uPA generation assay, qHTS; active means well fitted inhibition curve with a large enough effect; inconclusive means small, poorly fitted or top-dose-only effect; inactive means no such curve, though single readings can be large or run the other way; tested in mouse RAW 264.7 cells; further: potency means the concentration at half of the fitted maximal effect; on the % scale 0 is the no-effect control and ±100 the full control effect; nearly all actives have a fitted effect of over 55% in size
VP16 counter: inhibits Gal4-VP16 luciferase reporter, ROR gamma counter-screen | Potency, µM (titrated, usually from 53.6 µM), for inactives: top-dose activity, negative = inhibition, hits mostly inhibitors | Drosophila S2 Gal4-VP16 UAS-luciferase, luminescence, 20 h | AID 2546 | hit rate 3.5% among 310,000;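 further: Gal4-VP16 expression switched on by copper sulfate through the metallothionein promoter; potency means the concentration at half of the fitted maximal effect; on the % scale 0 is the no-effect control and ±100 the full control effect; nearly all actives have a fitted effect of over 50% in size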
Coupling enz: counter-screen for Giardia aldolase inhibitors: coupling enzyme system; coupling enzyme system counterscreen, AmpLite Red fluorescence; activity change, negative = inhibition, % at 58.2 µM, hits read low; hit rate 0.67% among 290,000; in the data active means activity change below about -30%; further: on the % scale 0 is the no-effect control and ±100 the full control effect
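First, compound is pin-transferred into glyceraldehyde-3-phosphate coupling-enzyme reagent at 57.5 uM final and held 10 min at RT. Next, substrate, coupling system and AmpLite Red are added. After 20 min RT, fluorescence (525/598 nm) is read.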
NPC1 promoter act: activators of NPC1 promoter; Huh7 NPC1 promoter luciferase reporter, 24 h; AID 485313; Potency, µM (titrated, usually from 9.22 µM), for the others: top-dose activation, usual class: activators; hit rate 2.4% among 320,000;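 further: potency means the concentration at half of the fitted maximal effect; % of control where 0% means no effect; nearly all actives have a fitted effect of over 60% in size; reporter is driven by a mutant NPC1 promoter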
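Stable NPC1-promoter luciferase Huh7 line; cpd (DMSO) 24 h, 37 °C, 5% CO2; Amplite luciferase reagent 10 min RT; luminescence readout. qHTS format.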
Giardia killer: kills Giardia lamblia. Giardia lamblia trophozoite viability. activity change, % at 7.66 µM, hits read low. hit rate 0.15% among 340,000; in the data active means activity change below about -80%; inconclusive means between about -30% and that limit;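 further: parasites exposed to compound for two days anaerobically before the ATP read; on the % scale 0 is the no-effect control and ±100 the full control effect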
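Each well holds 100 Giardia trophozoites and compound. After two days (48 hrs) at 37 deg C in anaerobic conditions, ATP is quantified by luminescence.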
Rab9 prom act: activates the Rab9 promoter; Huh7 Rab9 promoter-luciferase reporter, luminescence, 24 h; Potency, µM (titrated, usually from 9.22 µM), without a hit: top-dose activation, negative = inhibition, most hits filed as activators; hit rate 2.8% among 320,000; further: potency means the concentration at half of the fitted maximal effect; % of control where 0% means no effect; nearly all actives have a fitted effect of over 60% in size
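Cells were plated at 1500 per well in reduced-serum medium with 10% FBS and left 2 h. Compound in DMSO was then added for 24 h at 37 °C. Reporter signal was read by luminescence after 10 min with luciferase detection reagent.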
ELG1 genotox: genotoxicity induction in ELG1-luciferase HEK293T cells; Potency, µM (highest dose often 46 µM), inactives show at the highest dose activity change, positive = activation, actives largely listed as activators; AID 504466; HEK293T ELG1-luciferase reporter, luminescence, 16 h; hit rate 1.3% among 330,000; further: potency means the concentration at half of the fitted maximal effect; % of control where 0% means no effect; nearly all actives have a fitted effect of over 60% in size
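Reporter readout depends on ELG1 protein level, which increases with genetic stress. After 16 hr compound exposure at 37 °C, luciferase activity was quantified using ONE-Glo.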
Tb PFK inh: blocks T. brucei phosphofructokinase; O15648; T. brucei PFK, ADP-Glo luminescence; Potency, µM (doses to about 57.5 µM), inactives show at the top dose activity, negative = inhibition, hits mostly inhibitors; hit rate 0.17% among 330,000; AID 485367;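 further: potency means the concentration at half of the fitted maximal effect; 0% = uninhibited 1x PFK enzyme wells and -100% = no-enzyme wells; nearly all actives have a fitted effect of over 60% in size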
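PFK 1.25 nM, F6P 0.5 mM, ATP 0.1 mM, 0.1 M TEA pH 8.0, 5 mM MgCl2, 0.01% Tween20, 0.1% BSA; 45 min RT. ADP-Glo readout. qHTS titration up to 57 uM; curves fitted, compounds curve-classed.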
RORg inh: inhibitors of mouse ROR gamma transcriptional activity. Drosophila S2 Gal4-RORgamma UAS-luciferase reporter, 20 h. Potency, µM (titrated, usually from 53.6 µM), for inactives: top-dose activity change, negative = inhibition, usual class: inhibitors. hit rate 5.4% among 310,000. AID 2551; further: potency means the concentration at half of the fitted maximal effect; on the % scale 0 is the no-effect control and ±100 the full control effect; nearly all actives have a fitted effect of over 60% in size
Target sequence (P51450 whole entry, looked up, the tested form may be a part): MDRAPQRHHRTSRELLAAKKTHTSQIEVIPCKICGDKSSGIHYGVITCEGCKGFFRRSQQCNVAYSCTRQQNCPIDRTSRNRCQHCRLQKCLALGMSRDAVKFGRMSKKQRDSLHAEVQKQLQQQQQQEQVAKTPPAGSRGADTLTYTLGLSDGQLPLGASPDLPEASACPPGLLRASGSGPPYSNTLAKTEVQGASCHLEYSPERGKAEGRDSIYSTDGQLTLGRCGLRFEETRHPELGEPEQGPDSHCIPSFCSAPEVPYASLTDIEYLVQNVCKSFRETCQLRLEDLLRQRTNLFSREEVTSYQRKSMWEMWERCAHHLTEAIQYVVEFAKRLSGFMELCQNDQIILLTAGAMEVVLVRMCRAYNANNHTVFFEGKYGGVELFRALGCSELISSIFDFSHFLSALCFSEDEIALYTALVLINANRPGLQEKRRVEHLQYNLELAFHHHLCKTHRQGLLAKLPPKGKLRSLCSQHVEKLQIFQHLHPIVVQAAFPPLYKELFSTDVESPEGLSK
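Read-out: Photinus luciferase luminescence; inhibitors lower reporter signal. Insect Schneider cells with Gal4-ROR gamma fusion under metallothionein promoter, UAS reporter; 700 uM final copper sulfate induction, 20 hr, ambient temperature.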
FLuc counter: inhibits or activates purified firefly luciferase, miR-21 counter-screen. P08659. purified FLuc, Km substrates, luminescence inhibition. Potency, µM (top dose mostly 57.5 µM), without a hit: at the top dose activity change, negative = inhibition, usual class: inhibitors. hit rate 6.9% among 360,000;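 further: potency means the concentration at half of the fitted maximal effect; plate controls were vehicle for no effect and reference inhibitor for full effect; nearly all actives have a fitted effect of over 55% in size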
Target sequence (P08659 whole entry, looked up): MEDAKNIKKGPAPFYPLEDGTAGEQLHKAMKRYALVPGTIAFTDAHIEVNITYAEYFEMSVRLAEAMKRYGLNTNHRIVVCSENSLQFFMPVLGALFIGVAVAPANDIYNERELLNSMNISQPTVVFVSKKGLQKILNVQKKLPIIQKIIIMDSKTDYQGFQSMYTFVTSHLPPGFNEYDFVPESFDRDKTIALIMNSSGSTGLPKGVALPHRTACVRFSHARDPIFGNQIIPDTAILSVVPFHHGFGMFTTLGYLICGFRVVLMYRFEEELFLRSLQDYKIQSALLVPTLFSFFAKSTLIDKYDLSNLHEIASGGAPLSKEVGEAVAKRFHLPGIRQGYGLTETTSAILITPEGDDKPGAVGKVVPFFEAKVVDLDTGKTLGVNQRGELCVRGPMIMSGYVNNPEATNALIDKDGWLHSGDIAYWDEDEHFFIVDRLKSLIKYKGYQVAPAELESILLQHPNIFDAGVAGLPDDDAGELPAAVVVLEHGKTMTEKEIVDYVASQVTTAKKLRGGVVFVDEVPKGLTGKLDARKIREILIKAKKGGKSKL
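Biochemical qHTS of compounds, final roughly 60 µM downward over six points, against 10 nM purified firefly luciferase using Km concentrations of substrates (10 uM D-luciferin, 10 uM ATP) in Tris acetate pH 7.5 buffer; luminescence output.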
The depositor's hits bear a star; [ ] = dose if it differs, or a comment. Unless noted, the call rests on the fitted dose curve; in most records, active means well fitted curve in the direction sought with a large enough effect; inconclusive means small, poorly fitted or top-dose-only effect, or another doubt; inactive means no such curve, though single readings can be large; an effect the other way counts as inactive or inconclusive.

For O=C(NCc1ccc2c(c1)OCO2)c1ccc(CN2CCc3ccccc3C2)cc1 the results were KCNH2 3.1 inh -20, uPA surface inh 1%, VP16 counter -1%, Coupling enz -7, NPC1 promoter act 0%, Giardia killer 5, Rab9 prom act 2%, ELG1 genotox -2%, Tb PFK inh -5%, RORg inh 19% and FLuc counter -5%.
CC(C)NS(=O)(=O)c1ccc(NC(=O)Cc2cccs2)cc1 was read as KCNH2 3.1 inh 17, uPA surface inh 2%, VP16 counter 4%, Coupling enz 1, NPC1 promoter act 10%, Giardia killer -9, Rab9 prom act 15%, ELG1 genotox 2%, Tb PFK inh 10%, RORg inh 36% and FLuc counter inconclusive.
`O=C(NCCc1ccccc1)c1ccccc1F` gave KCNH2 3.1 inh 6, uPA surface inh -6%, VP16 counter inconclusive, Coupling enz 0, NPC1 promoter act 0.63µM*, Giardia killer 3, Rab9 prom act 0.28µM*, ELG1 genotox inconclusive, Tb PFK inh -6%, RORg inh inconclusive and FLuc counter inconclusive.
`CCOC(=O)N/N=C\c1cccc(OC)c1OC/C=C/c1ccccc1` gave uPA surface inh -1%, VP16 counter -9%, Coupling enz -5, NPC1 promoter act 4%, Giardia killer 15, Rab9 prom act 9%, ELG1 genotox -4%, Tb PFK inh 1%, RORg inh 3% and FLuc counter 9.5µM*.
`Cc1c(-c2ccc(/C=N/NC(=O)C(=O)Nc3ccccc3F)o2)cccc1[N+](=O)[O-]` gave KCNH2 3.1 inh -10, uPA surface inh 10%, VP16 counter 2%, Coupling enz 2, NPC1 promoter act 3%, Giardia killer -2, Rab9 prom act -1%, ELG1 genotox -3%, Tb PFK inh 1%, RORg inh 25% and FLuc counter -1%.
`Cc1[nH][nH]c(=O)c1C(c1c(C)[nH][nH]c1=O)c1cn(Cc2cccc3ccccc23)c2ccccc12` gave KCNH2 3.1 inh -1, uPA surface inh -11%, VP16 counter -6%, Coupling enz -51*, NPC1 promoter act -7%, Giardia killer -11, Rab9 prom act 3%, ELG1 genotox 4%, Tb PFK inh -4%, RORg inh -27% and FLuc counter -4%.
Screening O=[N+]([O-])c1nn(-c2ccc(Cl)cc2)n(O)c1=NCc1ccccc1 returned KCNH2 3.1 inh 1, uPA surface inh -15%, VP16 counter -10%[10 µM], Coupling enz 2, NPC1 promoter act 29%, Giardia killer inconclusive, Rab9 prom act 25%, ELG1 genotox -8%, Tb PFK inh 1%, RORg inh 14% and FLuc counter -13%.
For OC(CNCC(c1ccc(Cl)cc1Cl)c1c[nH]c2ccccc12)c1ccccc1 (stereo unspecified) the results were KCNH2 3.1 inh -10, uPA surface inh 1%, VP16 counter -26%, Coupling enz -2, NPC1 promoter act -3%, Giardia killer -12, Rab9 prom act -10%, ELG1 genotox -5%, Tb PFK inh 0%, RORg inh inconclusive and FLuc counter -2%.
`CCOC(=O)N1CCN(CC(O)c2c[nH]c3ccc(OC)cc23)CC1` (stereo unspecified) gave KCNH2 3.1 inh 13, uPA surface inh -1%, VP16 counter -5%, Coupling enz 0, NPC1 promoter act -6%, Giardia killer 7, Rab9 prom act 3%, ELG1 genotox -4%, Tb PFK inh -3%, RORg inh -3% and FLuc counter -1%.
CCn1cnc2c1c(=O)[nH]c(=O)n2Cc1ccccc1 was read as KCNH2 3.1 inh 12, uPA surface inh -3%, VP16 counter 9%, Coupling enz 0, NPC1 promoter act -2%, Giardia killer -1, Rab9 prom act 0%, ELG1 genotox 15%, Tb PFK inh -1%, RORg inh 8% and FLuc counter 1%.
`COc1ccc2[nH]c(=O)c(CNc3cccc(C)c3)cc2c1` gave KCNH2 3.1 inh 6, uPA surface inh -5%, VP16 counter 5%, Coupling enz -39*, NPC1 promoter act 0%, Giardia killer -24, Rab9 prom act -3%, ELG1 genotox 1%, Tb PFK inh -3%, RORg inh -40% and FLuc counter -19%.
Screening C=C(C)CSc1nc2sc3c(c2c(=O)n1-c1ccc(C)cc1)CCN(C)C3 returned KCNH2 3.1 inh 8, uPA surface inh -11%, VP16 counter 5%, Coupling enz 0, NPC1 promoter act -6%, Giardia killer 15, Rab9 prom act -1%, ELG1 genotox -1%, Tb PFK inh 8%, RORg inh 9% and FLuc counter 1%.
For Cc1ccc(NC(=O)CCC(=O)N/N=C/c2ccc(O)cc2O)cc1 the results were KCNH2 3.1 inh -2, uPA surface inh -7%, VP16 counter -5%, Coupling enz 3, NPC1 promoter act -6%, Giardia killer 7, Rab9 prom act -8%, ELG1 genotox 5%, Tb PFK inh 2%, RORg inh -33% and FLuc counter -3%.
Screening CC1=C(C(=O)OC(C)C)C(c2cccs2)n2ncnc2N1 (stereo unspecified) returned KCNH2 3.1 inh 4, uPA surface inh 1%, VP16 counter 3%, Coupling enz 4, NPC1 promoter act 9%, Giardia killer -4, Rab9 prom act -3%, ELG1 genotox 2%, Tb PFK inh 1%, RORg inh 31% and FLuc counter -1%.
`Cc1coc2cc3oc(=O)c(CC(=O)N(C)CC(=O)O)c(C)c3cc12` gave KCNH2 3.1 inh -8, uPA surface inh 6%, VP16 counter -1%, Coupling enz 3, NPC1 promoter act 2%, Giardia killer 2, Rab9 prom act -11%, ELG1 genotox 3%, Tb PFK inh 3%, RORg inh 0% and FLuc counter 1%.
COc1ccc(NC(=O)Nc2ccc3c(c2)CCC3)cc1 was read as KCNH2 3.1 inh -31, uPA surface inh 5%, VP16 counter 19%, NPC1 promoter act inconclusive, Giardia killer 7, Rab9 prom act inconclusive, ELG1 genotox 21µM*, Tb PFK inh 2%, RORg inh inconclusive and FLuc counter -13%.
Screening COc1ccc2c(c1)sc(=NC(=O)CS(=O)(=O)c1ccc(F)cc1)n2C returned KCNH2 3.1 inh 25, uPA surface inh inconclusive, NPC1 promoter act -3%, Giardia killer -11, Rab9 prom act -11%, ELG1 genotox -6%, Tb PFK inh -4% and FLuc counter 2%.
For CC(=O)Nc1sc(C)c(C)c1C(=O)OC(C)C the results were KCNH2 3.1 inh -2, uPA surface inh 2%, VP16 counter 1%, Coupling enz 7, NPC1 promoter act 2%, Giardia killer -30, Rab9 prom act -1%, ELG1 genotox 10%, Tb PFK inh inconclusive, RORg inh 1% and FLuc counter 7%.
For CCCn1cc(SCC(=O)NCC2CCCO2)c2ccccc21 (stereo unspecified) the results were KCNH2 3.1 inh -2, uPA surface inh -1%, VP16 counter 8%, Coupling enz -1, NPC1 promoter act 4%, Giardia killer 16, Rab9 prom act 1%, ELG1 genotox 25%, Tb PFK inh -4%, RORg inh 23% and FLuc counter -20%.
Screening COc1cc(/C=N/NC(=O)Nc2ccccc2)ccc1OC(C)=O returned KCNH2 3.1 inh -2, uPA surface inh -2%, VP16 counter -11%, Coupling enz 2, NPC1 promoter act 28%, Giardia killer 0, Rab9 prom act inconclusive, ELG1 genotox inconclusive, Tb PFK inh -2%, RORg inh 30% and FLuc counter 11µM*.
Screening c1ccc(C2CC(c3cccs3)=NN2c2ccccc2)cc1 (stereo unspecified) returned KCNH2 3.1 inh 4, uPA surface inh -7%, VP16 counter 7%, Coupling enz -3, NPC1 promoter act -1%, Giardia killer 29, Rab9 prom act 0%, ELG1 genotox -2%, Tb PFK inh 5%, RORg inh -30% and FLuc counter inconclusive.
`Cc1cccc(S(=O)(=O)N2CCn3cccc3C2C)c1` (stereo unspecified) gave KCNH2 3.1 inh 22, uPA surface inh 1%, NPC1 promoter act -3%, Giardia killer -12, Rab9 prom act 0%, ELG1 genotox -1%, Tb PFK inh -1% and FLuc counter 0%.
For COC(=O)C1(Cc2cc(-c3ccc(Cl)cc3)no2)CCN(C(=O)OC(C)(C)C)CC1 the results were KCNH2 3.1 inh 4, uPA surface inh -8%, VP16 counter inconclusive, Coupling enz 0, NPC1 promoter act -5%, Giardia killer 12, Rab9 prom act 1%, ELG1 genotox 8%, Tb PFK inh 0%, RORg inh 25% and FLuc counter inconclusive.
COc1ccc(C2C(C(C)=O)=C(O)C(=O)N2CCO)c(OC)c1 (stereo unspecified) was read as KCNH2 3.1 inh -45, uPA surface inh 8%, VP16 counter -2%, Coupling enz 1, NPC1 promoter act 6%, Giardia killer -2, Rab9 prom act 1%, ELG1 genotox 1%, Tb PFK inh -2%, RORg inh 0% and FLuc counter 3%.

Compound activity (PubChem BioAssay)
